# Screening data deposited in PubChem BioAssay by several laboratories.
# MrgX1 agonist = agonists of human MrgX1 receptor, primary screen, HEK293 cells, Fluo-4 calcium flux | Mas-related G-protein coupled receptor member X1 (Homo sapiens), Q96LB2 | Fluo-4 calcium fluorescence, agonist mode; active compounds read high | B-score at 10 µM | hit rate 0.44% among 310,000 | AID 588627, 2011;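 active = calcium response B-score plate-corrected fluorescence ratio at least 3 library SD, with starting fluorescence B-score inside 5 SD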
# Target sequence (Q96LB2 whole entry, looked up): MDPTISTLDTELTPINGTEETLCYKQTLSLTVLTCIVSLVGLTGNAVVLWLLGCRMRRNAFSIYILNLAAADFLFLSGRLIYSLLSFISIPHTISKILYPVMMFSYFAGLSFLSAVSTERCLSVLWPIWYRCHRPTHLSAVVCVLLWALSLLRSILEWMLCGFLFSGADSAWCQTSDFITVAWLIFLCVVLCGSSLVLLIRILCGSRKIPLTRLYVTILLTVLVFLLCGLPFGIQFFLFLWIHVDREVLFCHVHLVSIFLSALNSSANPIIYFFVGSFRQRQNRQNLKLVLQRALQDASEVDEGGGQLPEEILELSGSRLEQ
#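 Material: MrgX1-expressing HEK293 cells / Dosing: compound as first of three additions / Incubation: overnight seeding, then 1 h dark dye loading / Signal: Fluo-4 NW calcium fluorescence / Evaluation: B-scored fluorescence response ratio / Benchmarks: positive and negative control wells on each plate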
# RGS4 block = RGS4 inhibitors, primary screen, cell-based, HEK293 M3R inducible RGS4, calcium flux; B-score at 10 µM; hit rate 0.45% among 310,000; Fluo-4 calcium flux; active compounds read high; triggered by carbachol at its EC20;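 active = B-score, a plate-corrected calcium signal, over three deviations above library mean, with baseline fluorescence within five deviations of library mean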;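 also: RGS4 expression induced by doxycycline in cells with stable M3 receptor; B-score is computed from the integrated fluorescence ratio over baseline after carbachol; higher B-score means a larger calcium signal and so more RGS4 inhibition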
# Target sequence (P49798 whole entry, looked up): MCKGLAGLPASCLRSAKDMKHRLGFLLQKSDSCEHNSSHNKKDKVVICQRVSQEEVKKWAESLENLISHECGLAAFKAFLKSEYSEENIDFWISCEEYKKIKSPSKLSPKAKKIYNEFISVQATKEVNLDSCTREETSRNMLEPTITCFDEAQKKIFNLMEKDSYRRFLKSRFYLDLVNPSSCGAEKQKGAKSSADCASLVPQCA
# RGS4 act = RGS4 potentiators or activators, primary screen, cell-based, HEK293 M3R inducible RGS4, calcium flux | carbachol calcium flux Fluo4; active compounds read low | B-score at 10 µM | hit rate 0.92% among 310,000;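 active = B-score of the integrated calcium signal more than 4 SD below the library mean, with starting fluorescence not abnormally high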;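 also: negative B-score means reduced calcium response which marks RGS4 activation or potentiation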
#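 test system = M3R-expressing HEK293 line, RGS4 induced by doxycycline | probe or stimulus = carbachol at ECmax as muscarinic agonist stimulus | timing = dye loading 30 min 37 °C, buffer rest 30 min RT | signal = calcium dye Fluo4 fluorescence | evaluation = B score from integrated fluorescence ratio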
# TRPC6 inh = mouse TRPC6 channel inhibitors, primary screen, cell-based, HEK293, membrane potential dye; Short transient receptor potential channel 6 (Mus musculus), Q61143; ACh-evoked depolarization; active compounds read low; B-score at 10 µM; hit rate 1.1% among 310,000;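 active = B-score under library mean minus 3 SD, initial fluorescence not abnormally high, positive integrated signal ratio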;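 also: B-score derived from integrated fluorescence ratio over the kinetic read; more negative B-score means stronger inhibition of depolarization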
# SKKanGAS inh = S. pyogenes SKKanGAS growth inhibitors in kanamycin, primary screen, streptokinase expression inhibitor project, SKKanGAS strain, BacTiter-Glo luminescence. AID 1662, 2009. 6 h. inhibition, % at 7.5 µM. hit rate 1.3% among 300,000;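 active = mean replicate score, as percent of positive control median, at least 50; inconclusive = mean below 50 but one replicate at or above 50; inactive = mean and every replicate below 50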;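 also: strain carries kanamycin resistance gene driven by streptokinase promoter and grows in 40 µg/ml kanamycin; loss of luminescence reflects streptokinase promoter inhibition or plain growth inhibition; 0% = median of DMSO wells and 100% = positive control at its reference dose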
# ANO1 activ = TMEM16A chloride channel activators or potentiators, primary screen, cell-based, HTS; Anoctamin-1 (Mus musculus), Q8BHY3; HEK293 TMEM16A/YFP-H148Q/I152L, iodide quench fluorescence; active compounds read low; B-score at 10 µM; hit rate 0.3% among 340,000; AID 623877, 2012;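 active = fluorescence-ratio B-score plate-corrected deviation score at least 3 library SD below zero, with starting fluorescence score within 5 deviations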;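 also: channel opened by trigger with iodide after compound preincubation; score built on the fluorescence ratio of max minus min over baseline; more negative score means more quench and so TMEM16A activation or potentiation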
# MrgX1 antag = antagonists of human MrgX1 receptor, primary screen, HEK293 cells, Fluo-4 calcium flux; Mas-related G-protein coupled receptor member X1 (Homo sapiens), Q96LB2; BAM8-22 antagonism; active compounds read low; B-score at 10 µM; hit rate 1.3% among 310,000;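 active = calcium-response B-score plate-corrected more than 3 library SD below zero, starting fluorescence within 5 deviations, no agonist response on first addition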;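 also: peak minus trough fluorescence over baseline after final BAM8-22 challenge near maximal dose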
# MrgX1 allo act = positive allosteric modulators of MrgX1, primary screen, HEK293 cells, Fluo-4 calcium flux; Mas-related G-protein coupled receptor member X1 (Homo sapiens), Q96LB2; FDSS; active compounds read high; B-score at 10 µM; hit rate 0.63% among 310,000; AID 588675, 2011;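 active = plate-corrected calcium response at least 3 library SD above typical, normal starting fluorescence, not activating the receptor alone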;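 also: compound read alongside a low EC10 to EC30 dose of BAM8-22 agonist; peak minus trough fluorescence over baseline measured at the second addition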
# TRPC6 act = mouse TRPC6 channel activators, primary screen, cell-based, HEK293, membrane potential dye; Short transient receptor potential channel 6 (Mus musculus), Q61143; HEK293-TRPC6 membrane potential dye fluorescence; active compounds read high; B-score at 10 µM; hit rate 0.13% among 310,000; AID 2550, 2010;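 active = B-score of the integrated fluorescence ratio above library mean plus 3 SD, and starting fluorescence ratio within library mean plus 5 SD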;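 also: higher score means more depolarization so channel activation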
# TMEM16A inh = TMEM16A chloride channel inhibitors, primary screen, cell-based, HTS; Anoctamin-1 (Mus musculus), Q8BHY3; HEK293 TMEM16A/YFP iodide influx fluorescence, ionomycin; normalized B-score (activity score, 25-100; higher = stronger inhibition) at 10 µM; hit rate 1.2% among 310,000;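 active = ratio plate-corrected score three or more library SD toward inhibition, starting fluorescence score within five deviations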;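 also: score derived from kinetic fluorescence span divided by baseline fluorescence per well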
# HDAC3 inhib = HDAC3 deacetylase inhibitors, primary screen, biochemical, fluorescence, cell-free homogeneous | Histone deacetylase 3 (Homo sapiens), O15379 | recombinant HDAC3, fluorogenic peptide/trypsin coupled | inhibition, % at 8.3 µM | hit rate 0.15% among 320,000 | AID 2718, 2010; in the data active = inhibition above about 26%, passing the limit was not always enough; inconclusive = no clear call, values can overlap the other calls
# Target sequence (O15379 whole entry, looked up): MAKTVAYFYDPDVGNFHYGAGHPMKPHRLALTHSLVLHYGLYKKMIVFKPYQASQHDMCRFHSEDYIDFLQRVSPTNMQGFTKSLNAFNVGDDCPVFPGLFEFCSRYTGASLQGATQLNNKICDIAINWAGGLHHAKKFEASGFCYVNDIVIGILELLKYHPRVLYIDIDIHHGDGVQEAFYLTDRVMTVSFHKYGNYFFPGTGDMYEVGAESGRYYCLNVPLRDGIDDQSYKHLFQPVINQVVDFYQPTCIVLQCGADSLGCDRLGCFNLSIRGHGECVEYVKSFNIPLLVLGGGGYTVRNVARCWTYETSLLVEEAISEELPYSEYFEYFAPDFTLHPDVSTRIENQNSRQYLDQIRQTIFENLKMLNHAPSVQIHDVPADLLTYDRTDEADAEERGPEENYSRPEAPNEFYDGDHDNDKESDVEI
# The depositor's hits bear a star; i = inactive; ? = inconclusive; . = no result given.
smiles | MrgX1 agonist | RGS4 block | RGS4 act | TRPC6 inh | SKKanGAS inh | ANO1 activ | MrgX1 antag | MrgX1 allo act | TRPC6 act | TMEM16A inh | HDAC3 inhib
C/C(=N\Nc1ccc([N+](=O)[O-])cc1[N+](=O)[O-])c1cccnc1 | i | i | i | i | 0 | i | i | i | i | i | 5
COc1ccc(C2CCCN2C(=S)Nc2ccc(C)c(C)c2)cc1OC (stereo unspecified) | i | i | i | i | 5 | i | i | i | i | i | 11
O=C(Nc1c(C(=O)N2CCOCC2)cnn1-c1ccccc1)c1ccc(F)cc1 | i | i | i | i | -4 | i | i | i | i | i | -4
CCC(=O)c1ccc(OCC(=O)OCC(=O)NCC2CCCCC2)cc1 | i | i | i | i | -7 | i | i | i | i | i | .
O=C(O)C(Cc1cn[nH]n1)=NO | i | i | i | i | 5 | i | i | i | i | i | -2
Cc1c(C(=O)C(=O)N2CC=C(c3ccccc3)CC2)c2ccccc2n1C | i | i | i | i | -5 | i | i | i | i | i | -3
COc1ccc(N2CCN(C(CNC(=O)c3cccc(Cl)c3)c3cccnc3)CC2)cc1 (stereo unspecified) | i | i | i | i | -1 | i | i | i | i | i | -3
COc1cccc2c(=O)n(CC(=O)NC3CCCCC3)ccc12 | i | i | i | i | -1 | i | i | i | i | i | -7
CCCC(C)C(=O)Nc1cccc(NC(C)=O)c1 (stereo unspecified) | i | i | i | i | -4 | i | i | i | i | i | 3
COc1cccc(-c2nc(CCl)cs2)c1 | i | i | i | i | -1 | i | i | i | i | i | 0
CN1CCN(C(CNS(=O)(=O)c2ccc(Cl)cc2)c2cccnc2)CC1 (stereo unspecified) | i | i | i | i | -13 | i | i | i | i | i | 8
COc1ccc2cc(C(=O)NCC(=O)O)sc(=O)c2c1OC | . | i | i | i | -5 | i | . | . | i | . | .
C=CCOc1ccc(/C(O)=C2/C(=O)C(=O)N(CCN3CCOCC3)C2c2ccc(C)cc2)cc1 (stereo unspecified) | i | i | i | i | 2 | i | i | i | i | i | 7
COc1ccc(N2C(=O)C3CCCN3C2c2ccccc2)cc1 (stereo unspecified) | i | i | i | i | 4 | i | i | i | i | i | 2
O=C(Nc1ccccn1)c1ccc2c(c1)OCO2 | i | i | i | i | 19 | i | i | i | i | i | -9
O=C(CCCCn1c(=O)c2ccccc2n(Cc2ccccc2)c1=O)NC1CCN(Cc2ccccc2)CC1 | i | i | i | i | -6 | i | i | i | i | i | -2
CCCNc1nc2c(c(=O)n(C)c(=O)n2C)n1Cc1cccc(C)c1 | i | i | i | i | -3 | i | i | i | i | i | 9
COc1ccc(/C=N/NC(=O)Cc2ccc(Cl)cc2)cc1OC | i | i | i | i | 1 | i | i | i | i | i | -2
CCN(CC)CCCNC(=O)c1c(O)c2cc(F)cc3c2n(c1=O)C(C)CC3 (stereo unspecified) | i | i | i | i | 2 | i | i | i | i | i | -4
CC(=O)OCC(OC(C)=O)C(OC(C)=O)C(OC(C)=O)C(=O)Nc1ccc(C)cc1 (stereo unspecified) | i | i | i | i | 1 | i | i | i | i | i | 1
C=CCSC1=N/C(=C\c2sccc2C)C(=O)S1 | i | i | i | i | 1 | i | i | i | i | i | 13
COc1ccc(S(=O)(=O)N2CCC(C(=O)NCCC3=CCCCC3)CC2)cc1C | i | i | i | i | -6 | i | i | i | i | i | 0
Cc1ccc(SCCNC(=O)/C=C/c2cccc([N+](=O)[O-])c2)cc1 | i | i | i | i | -6 | i | i | i | i | i | 5
COc1ccc(N2C(=O)CC(N(C)CCc3ccc(OC)c(OC)c3)C2=O)cc1 (stereo unspecified) | i | i | i | i | -3 | i | i | i | i | i | ?
O=C(CN(C(=O)CNC(=O)c1cccs1)c1ccccc1)NC1CCCCC1 | i | i | i | i | 1 | i | i | 37* | i | i | 3
CCN(CC)S(=O)(=O)c1ccc2oc(C(=O)NCCCN3CCOCC3)c(C)c2c1 | i | i | i | i | -1 | i | i | i | i | i | -1
Cc1cc(C)nc(N2CCCC(CCC(=O)NCc3ccc(F)c(F)c3)C2)n1 (stereo unspecified) | i | i | i | i | -5 | i | i | i | i | i | 3
COc1ccc(-n2c(CN3CCN(Cc4ccccc4)CC3)nc3ccc([N+](=O)[O-])cc3c2=O)c(OC)c1 | i | i | i | i | -4 | i | i | i | i | i | 3
Cn1c(-c2ccc(Cl)cc2)ccc(C#N)c1=O | i | i | i | i | -7 | i | i | i | i | i | -17
CCN(CC)C(=O)CSc1nsc(SCC(=O)N(CC)CC)c1C#N | i | . | . | . | . | i | i | i | . | i | ?
COc1cccc(OC)c1C(=O)NC(=S)Nc1ccc2oc(=O)ccc2c1 | i | i | i | i | 3 | i | i | i | i | i | -3
CC(NCc1ccccc1O)C12CC3CC(CC(C3)C1)C2 (stereo unspecified) | i | i | i | i | 1 | i | i | i | i | i | 3
CC(=O)c1ccccc1NC(=O)COC(=O)/C=C/c1ccc(OC(F)F)cc1 | i | i | i | i | -5 | i | i | i | i | i | 7
O=C(O)c1cc(-c2ccc(Cl)c(Cl)c2)n(-c2ccc(F)cc2)n1 | i | i | i | i | -13 | i | i | i | i | i | 4
CCOc1ccc(-n2c(=S)sc3c(=O)[nH]c(SCC(=O)NCc4ccco4)nc32)cc1 | i | i | i | i | 21 | i | i | i | i | i | 2
O=C1OCCN/C1=C\C(=O)c1ccc(Cl)cc1 | i | i | i | i | 6 | i | i | i | i | i | 0
CC(C)NC(=S)N1CCn2c(nc3ccccc32)C1 | i | i | i | i | -5 | i | i | i | i | i | 3
O=C(Nc1ccc2oc(-c3cccnc3)nc2c1)c1cccnc1 | i | i | i | i | 6 | i | i | i | i | i | 8
CCCCn1c(N)c(N(CCC(C)C)C(=O)c2ccccc2C)c(=O)[nH]c1=O | i | i | i | i | -3 | i | i | i | i | i | -3
COc1ccccc1NC(=O)COc1ccc(Br)cc1CO | i | i | i | i | -8 | i | i | i | i | i | 10
O=C(OCC(=O)N1CCN(c2ccccc2)CC1)c1cnc(Cl)c(Cl)c1 | i | i | i | i | 6 | . | i | i | i | i | 10
Nc1nonc1C(=O)N/N=C/c1ccc(-c2ccc(Cl)c(C(=O)O)c2)o1 | i | i | i | i | 8 | i | i | i | i | i | 10
O=C(Nc1ccc(OC(F)(F)F)cc1)c1ccc(-n2cncn2)nc1 | i | i | i | i | 8 | i | i | i | i | i | -1
COc1cccc(OC)c1CNC(=O)CCSCc1ccccc1F | i | i | i | i | -2 | i | i | i | i | i | 0
O=C(NCc1ccc(Cl)cc1)c1cc(=O)nc2sc(-c3ccccc3)nn12 | i | i | i | i | -4 | i | i | i | i | i | 10
Cc1ccc(CNC(=O)C2CC(c3ccccc3C(F)(F)F)=NO2)o1 (stereo unspecified) | i | i | i | i | -3 | i | i | i | i | i | -1
CCN1C(=O)N(C)C2(c3ccccc3)N(C)C(=O)N(C)C12c1ccccc1 (stereo unspecified) | i | i | i | i | 5 | i | i | i | i | i | -1
O=C(NCc1ccccn1)Nc1ccc(Cl)cc1 | i | i | i | i | -2 | i | i | i | i | i | -3
O=Cc1c(NCc2ccc(F)cc2)c2ccccc2[nH]c1=O | i | i | i | i | -17 | i | i | i | i | i | -3
COc1cc(/C=C/c2nc3ccccc3c(=O)[nH]2)cc(Cl)c1O | i | i | i | i | 3 | i | i | i | i | i | 2
N/C(=N\OC(=O)C(c1ccccc1)c1ccccc1)c1ccncc1 | i | i | i | i | -2 | i | i | i | i | i | -4
Cc1onc(-c2c(Cl)cccc2Cl)c1C(N)=S | i | i | i | i | 19 | i | i | i | i | i | 3
COc1ccc(-c2nc(C#N)c(NC(C)c3ccccc3)o2)cc1OC (stereo unspecified) | i | i | i | i | -3 | i | i | i | i | i | -12
CCN(C(=O)CSc1nnnn1-c1ccccc1)C1CCS(=O)(=O)C1 (stereo unspecified) | i | i | i | i | 3 | i | i | i | i | i | -1
CN(C(=O)c1cccc(Cl)c1)C1CCCN(Cc2ccccc2F)C1 (stereo unspecified) | i | i | i | i | 1 | i | i | i | i | i | 1
O=C(N/N=C/c1ccc2c(c1)OCO2)c1cccs1 | i | i | i | i | 5 | i | i | i | i | i | 10
CC(OC(=O)c1ccco1)C(=O)NCc1ccc2c(c1)OCO2 (stereo unspecified) | i | i | i | i | 2 | i | i | i | i | i | 1
CCC(Sc1ncnc2c1c(-c1ccccc1)cn2-c1ccc(OC)cc1)C(=O)OC (stereo unspecified) | i | i | i | i | 14 | i | i | i | i | i | 2
Cc1ccc(Nc2nc3ccc(Cl)cc3n3cnnc23)cc1F | i | i | i | i | 2 | i | i | i | i | i | 9
CC(OC(=O)CCSc1ccccc1)C(=O)Nc1ccc(S(N)(=O)=O)cc1 (stereo unspecified) | i | i | i | i | 2 | i | i | i | i | i | .

# Remaining list, next part.
smiles | MrgX1 agonist | RGS4 block | RGS4 act | TRPC6 inh | SKKanGAS inh | ANO1 activ | MrgX1 antag | MrgX1 allo act | TRPC6 act | TMEM16A inh | HDAC3 inhib
COc1ccc(-c2noc(CN(C)C(=O)c3ccoc3C)n2)cc1OC | i | i | i | i | 0 | i | i | i | i | i | -11
Cc1cccc2c1-c1sc(C(=O)Nc3ccccc3N3CCN(C)CC3)cc1CO2 | i | i | i | i | 10 | i | i | i | i | i | 4
Cc1nnc(SCCn2c(N3CCC(Cc4ccccc4)CC3)nc3c2c(=O)[nH]c(=O)n3C)s1 | i | i | i | i | 2 | . | i | i | i | i | .
CCN(CC)CCNC(=O)c1ccc(NC(=O)c2ccc3c(c2)CCC3)cc1 | i | i | i | -9.5* | 0 | i | i | i | 12* | i | 1
Cc1cccc(-n2c(-c3ccc(Br)o3)n[nH]c2=S)c1 | i | i | i | i | 12 | i | i | i | i | i | 3
